phage Ecoli inh = E. coli growth loss with phage present | growth absorbance | inhibition, % at 11.9 µM | 360,000 tested, 0.26% active | AID 651602; in the data active = inhibition above about 11%
CAL PDZ FP-1 = blocks peptide binding to human CAL PDZ domain | purified CAL PDZ, TMR-peptide fluorescence polarization, 1 h | inhibition, % at 20 µM | 330,000 tested, 0.02% active | AID 504414;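 active = highest replicate inhibition of at least 40%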;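 also: plate controls were DMSO neutral control wells for no effect and unlabeled competitor peptide control wells for full effect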
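material = purified tagged CAL PDZ domain construct (CerCALP) | buffer or medium = sodium phosphate/NaCl buffer pH 7.4 with TCEP, IgG, Thesit | reagent = TMR-labelled reporter peptide T*-PRC34 bound in PDZ groove | incubation = 1 h room-temperature incubation prior to read | measured by = fluorescence polarization (mP) | evaluation = percent inhibition from loss of millipolarization | control set = unlabelled peptide and DMSO controls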
SR-BI DiI inh = blocks mouse SR-BI lipid uptake from DiI-HDL; inhibition, % at 12.5 µM; Q61009; 320,000 tested, 0.96% active; ldlA[mSR-BI] CHO cells, DiI-HDL uptake fluorescence, 3 h;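 active = mean replicate inhibition of at least 70% and a set share of replicates each scoring 70 or more; inconclusive = meets just one of the two criteria; inactive = fails both criteria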;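 also: 0% = median of neutral control wells and 100% = median of positive control wells; values of inactives mirror those of a sister screen read the other way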
Target sequence (Q61009 whole entry, looked up): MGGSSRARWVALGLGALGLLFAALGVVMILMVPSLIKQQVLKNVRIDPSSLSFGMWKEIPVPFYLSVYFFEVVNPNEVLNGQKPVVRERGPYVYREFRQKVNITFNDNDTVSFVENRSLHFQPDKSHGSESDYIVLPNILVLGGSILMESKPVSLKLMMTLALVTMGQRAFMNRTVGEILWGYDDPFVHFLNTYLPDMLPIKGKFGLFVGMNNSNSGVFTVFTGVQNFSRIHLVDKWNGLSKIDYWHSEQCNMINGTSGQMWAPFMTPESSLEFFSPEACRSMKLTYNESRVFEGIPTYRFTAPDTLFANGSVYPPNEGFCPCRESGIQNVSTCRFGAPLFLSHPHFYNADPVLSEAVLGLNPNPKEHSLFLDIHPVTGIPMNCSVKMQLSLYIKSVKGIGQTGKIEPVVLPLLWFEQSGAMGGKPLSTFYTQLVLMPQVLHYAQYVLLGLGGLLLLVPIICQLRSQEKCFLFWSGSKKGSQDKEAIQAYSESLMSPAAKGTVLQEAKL
Wnt act = activators of Wnt/beta-catenin signaling; Wnt/beta-catenin reporter cell assay, activator, plate reader; activation, % at 9.35 µM; 300,000 tested, 1.2% active; AID 743398; in the data active = activation above about 30%, passing the limit was not always enough; inconclusive = no clear call, values can overlap the other calls;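 also: 0% = neutral control wells and 100% = positive control wells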
E coli growth = reduces bacterial viability in AddAB counter-screen; E. coli V3065 growth, OD600 absorbance, 18 h; inhibition, % at 11.9 µM; 330,000 tested, 0.27% active;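 active = inhibition above the campaign's mean inhibition across all tested compounds plus 3 SD, cut at about 9.9% in these data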;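 also: uninfected addAB+ strain grown without phage in ampicillin broth; 0% = DMSO wells and 100% = ciprofloxacin 0.95 µg/ml wells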
MITF TRPM1 HTS = MITF TRPM1 promoter activation in melanoma cells | SK-MEL-5 TRPM1-promoter luciferase, 24 h; % of positive control, neutral wells = 0 | activation, % at 12.5 µM | 300,000 tested, 0.75% active;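 active = mean activation of at least 80% with every replicate also reaching 80%; inconclusive = mean reaches 80% but some replicate falls short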;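 also: 0% = neutral control wells and 100% = parthenolide positive control wells; values of inactives mirror those of a sister screen read the other way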
Tat export inh = E. coli Tat transport inhibition; AID 488895; 340,000 tested, 0.036% active; E. coli MC4100 TorA-mCherry Tat export, fluorescence; inhibition, % at 10 µM;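 active = mean replicate inhibition at least 50% and at least half of replicates individually reaching 50%; inconclusive = only one of the two criteria met; inactive = neither criterion met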;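 also: exported cargo escapes ClpAP degradation while cytoplasmic cargo is degraded and loses fluorescence; 0% = median of neutral control wells and 100% = median of NaSCN control wells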
AddAB inh = less growth of phage-infected E. coli with AddAB. inhibition, % at 11.9 µM. 330,000 tested, 0.29% active. AID 435030. E. coli expressing H. pylori AddAB, absorbance growth; in the data active = inhibition above about 12%;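 also: 0% = vehicle wells of infected cells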
CAL PDZ FP-2 = CAL PDZ (human) peptide binding inhibition; Q9HD26; purified CAL PDZ, TMR-peptide fluorescence polarization, 1 h; inhibition, % at 24.9 µM; 300,000 tested, 0.92% active; AID 602252;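 active = mean inhibition of at least 30% with at least half of replicates also reaching 30%; inconclusive = no clear call, values can overlap the other calls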;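 also: 0% = DMSO neutral control and 100% = excess unlabeled competitor peptide PRC23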
SR-BI DiI-HDL act = SR-BI HDL lipid transfer activation; CHO ldlA[mSR-BI] cells, DiI-HDL uptake fluorescence, 3 h; 100 = double the neutral-control signal; activation, % at 12.5 µM; 320,000 tested, 0.096% active; AID 504775;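 active = mean replicate activation of at least 60% and every replicate at or above 60%; inconclusive = mean or all-replicate condition met, but not both; inactive = mean below 60% and not all replicates reaching 60%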;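 also: 0% = median plate neutral-control signal and 100% = twice that signal; values of inactives mirror those of a sister screen read the other way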
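Assay system: CHO ldlA[mSR-BI] cells, LDL receptor-null, SR-BI overexpressing; medium: Ham's F12 with 0.5% BSA, HEPES 25 mM, pH 7.4; also added: DiI-HDL 10 µg/mL; timing: 3 h uptake period with compound, 37 °C; signal: DiI fluorescence, bottom read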
Active calls of the source: *; u = inconclusive; x = not tested or not shown. This is a random part of the collection (roughly 3.6% active in at least one column).

SMILES	phage Ecoli inh	CAL PDZ FP-1	SR-BI DiI inh	Wnt act	E coli growth	MITF TRPM1 HTS	Tat export inh	AddAB inh	CAL PDZ FP-2	SR-BI DiI-HDL act
C=CCOC(=O)C1C(=O)CC(C)(O)C(C(=O)OCC=C)C1c1ccc(N(C)C)cc1 (centres undefined)	3.5	-0.4	1	-3	-1.4	-1	-1	0.2	x	-1
CCOC(=O)c1cnn(-c2ncnc3sc(C)c(C)c23)c1N	3.6	0.3	36	1	-1.4	x	-5	1.8	-7	-36
COc1ccc(OC)c(-c2nnc3n2N=C(c2ccc(OC)c(OC)c2)CS3)c1	3.3	-8.7	-20	-20	3.4	-48	4	3.1	-10	20
CCNc1nc(NCC)n2c(SCC(=O)Nc3ccc(NC(C)=O)cc3)nnc2n1	-1.5	-0.5	-14	-2	-1.9	-3	-8	3.3	-3	14
Nc1cc(=O)[nH]c(=S)n1-c1cccc(C(F)(F)F)c1	0.4	-2.3	-43	x	0.9	-2	-12	0.3	x	43
CC(=O)Nc1ccc(C(=O)OCC(=O)NCc2ccc3c(c2)OCO3)cc1	1.5	-0.8	-9	1	-2.1	-3	-1	-0.2	-4	9
O=C(c1ccc(Br)o1)N1CCN(Cc2ccc3c(c2)OCO3)CC1	2.5	-2.6	3	-2	0.2	x	2	1.2	-5	-3
CCCOc1ccc(C(C)(O)CN2CCOCC2)cc1 (centres undefined)	2.7	1.1	-14	-2	1.4	x	3	2.7	x	14
CC(NC(=O)Cn1ncc(Cl)c(Cl)c1=O)C12CC3CC(CC(C3)C1)C2 (centres undefined)	x	-3.0	29	x	-1.7	-109	-1	1.6	-2	-29
Cc1ccc(C(=O)CSc2nnc(-c3c[nH]c4ccccc34)o2)cc1	2.3	0.4	5	x	0.8	-4	4	0.9	x	-5
O=C(c1cc([N+](=O)[O-])ccc1N1CCOCC1)N1CCN(S(=O)(=O)c2cc(Cl)ccc2Cl)CC1	1.1	-1.9	42	-4	2.4	3	4	1.7	4	-42
CCOC(=O)NCc1ccc(S(=O)(=O)Nc2c(C)cccc2C)cc1	2.5	-2.3	1	x	-1.5	1	2	-0.4	x	-1
COc1ccc(/C=C/C(=O)Nc2ccc3nc4n(c(=O)c3c2)CCCC4)cc1OC	4.1	24	33	-4	0.1	2	-3	2.4	-3	-33
COc1ccc(S(=O)(=O)Nc2cc3c4c(c2)CCN4C(=O)CC3)cc1	2.4	-2.5	-17	3	2.1	8	16	2.6	-5	17
O=C(NC1CCN(C(=O)Nc2ccccc2Cl)CC1)c1cccc(F)c1	0.6	-3.5	8	0	-0.4	4	3	2.6	-4	-8

Retrieved by compound from the entries so far (3):
SMILES	phage Ecoli inh	CAL PDZ FP-1	SR-BI DiI inh	Wnt act	E coli growth	MITF TRPM1 HTS	Tat export inh	AddAB inh	CAL PDZ FP-2	SR-BI DiI-HDL act
COc1ccc(S(=O)(=O)Nc2cc3c4c(c2)CCN4C(=O)CC3)cc1	2.4	-2.5	-17	3	2.1	8	16	2.6	-5	17
CCCOc1ccc(C(C)(O)CN2CCOCC2)cc1 (centres undefined)	2.7	1.1	-14	-2	1.4	x	3	2.7	x	14
O=C(c1cc([N+](=O)[O-])ccc1N1CCOCC1)N1CCN(S(=O)(=O)c2cc(Cl)ccc2Cl)CC1	1.1	-1.9	42	-4	2.4	3	4	1.7	4	-42

(more compounds)
SMILES	phage Ecoli inh	CAL PDZ FP-1	SR-BI DiI inh	Wnt act	E coli growth	MITF TRPM1 HTS	Tat export inh	AddAB inh	CAL PDZ FP-2	SR-BI DiI-HDL act
CN(Cc1ccco1)C(=O)C1CCC(=O)N1Cc1ccc(F)cc1 (centres undefined)	3.0	-0.2	-11	x	1.0	-2	-8	-0.2	0	x
COc1ccc(C=NNC(=S)NC23CC4CC(CC(C4)C2)C3)cc1OC	-1.8	0.2	-9	-13	x	-6	3	x	-8	9
CN(C)CCCOC(=O)c1sc2ccccc2c1Cl	3.8	-1.8	1	0	2.2	8	0	7.7	-2	-1
O=C(NCc1ccc2c(c1)OCO2)C1CC(=O)N(c2ccc(O)cc2)C1 (centres undefined)	4.2	-0.8	3	-1	-2.1	x	7	2.8	-5	-3
COc1cc(C(=O)NCCCNc2nc3cc(C)c(C)cc3cc2C#N)cc(OC)c1OC	2.5	-0.5	56	0	-2.2	0	7	1.3	x	-56
O=C(NCc1ccco1)c1ccc(S(=O)(=O)c2cccc(S(=O)(=O)N3CCOCC3)c2)cc1	3.2	-1.2	19	-2	0.5	5	-2	1.2	x	-19
O/N=C/c1cc(Br)ccc1OCc1ccc(F)cc1	4.8	-1.3	7	x	-0.8	26	-2	-0.2	3	-7
O=C(NNc1ccc([N+](=O)[O-])cn1)Nc1ccc(N=Nc2ccccc2)cc1	3.2	0.0	100*	-3	x	-5	-3	x	-2	-100
Cc1ccc2cc3cc(C(=O)NC4CC4)oc3nc2c1	-0.1	-2.9	2	31*	-0.8	57	-1	0.1	-4	x
N#Cc1ccc(C(=O)NC(=S)NC2CCCCC2)cc1	3.7	0.1	33	8	1.9	32	17	2.4	-4	-33
Cc1cc(C)c2c(=O)n(CC(=O)Nc3ccc(Br)c(C)c3)sc2n1	0.8	-1.5	x	1	-0.4	8	-3	0.7	3	x
O=C(/C=C/c1ccc(F)cc1)NC(=S)N1CCCCC1c1cccnc1 (centres undefined)	0.4	0.1	24	1	-0.6	-2	5	3.1	0	-17
CN(C)c1ccc(CNCCC(Cc2ccccc2)c2ccco2)cc1 (centres undefined)	3.9	0.6	-2	-3	2.7	7	1	2.5	-3	2
COc1ccc(-c2nc(CN(CC3CCC(=O)N3)C(C)C)c(C)o2)c(C)c1C (centres undefined)	4.0	-1.0	30	-1	0.2	-9	-2	2.3	5	-30
Cc1ccc2nc(N3CCN(C(=O)c4ccco4)CC3)c3nncn3c2c1	3.8	0.1	-2	4	2.3	58	-5	0.1	x	2
O=c1c2c(-c3ccc([N+](=O)[O-])cc3)csc2nc2n1CCCCC2	0.3	-0.2	42	-1	-1.0	18	-3	2.1	0	-42
COc1ccc(NC(=O)c2nn(C)c3c2CS(=O)(=O)c2ccccc2-3)cc1	2.1	-1.4	11	-2	0.1	1	-2	2.4	-2	-11
CCCCN(C(=O)C1=NN(c2cc(C)ccc2C)C(=O)CC1)c1c(N)n(CCC)c(=O)[nH]c1=O	0.0	-0.4	4	-1	-0.5	0	-5	1.6	0	-4
O=C(Nc1ncc(Cc2cccc(Cl)c2)s1)C1=NCCN1	-4.5	-0.3	-8	-4	-7.7	-10	-4	-5.1	1	8
O=C(NCC1CC1)Nc1cccc(C(F)(F)F)c1	4.4	x	7	-2	x	5	6	x	-4	-7
CCOC(=O)N1CCN(C(=O)c2c[nH]c3ccc(S(=O)(=O)N(C)c4ccc(F)cc4)cc3c2=O)CC1	-2.2	-2.6	-19	2	0.5	-1	-4	1.0	-3	19
CC(C)(C)N(Cc1ccccc1)C(=O)CN1C(=O)c2ccccc2S1(=O)=O	2.7	0.3	-32	-3	-0.9	0	-1	-2.1	-4	32
Cc1cn(C2CCCCO2)c(=O)[nH]c1=O (centres undefined)	1.2	0.1	1	-3	x	-10	-12	x	-2	-1
O=C(Nc1ccc(Br)cc1)C1CC(c2c(F)cccc2Cl)=NO1 (centres undefined)	2.3	-0.4	-22	1	-0.4	11	3	0.8	-3	22
COc1ccc(N(CC(=O)Nc2ccccc2F)S(=O)(=O)c2ccc(OC)c(OC)c2)cc1	-0.2	0.3	-3	1	3.1	-5	1	1.8	x	3
COc1ccc(-c2nnc(SCC(=O)N3CCN(c4ccccc4)CC3)o2)cc1OC	3.8	0.0	10	-1	-2.1	-2	3	1.1	0	-10
Cc1nc2sc(-c3ccccc3)cc2c(=O)n1N	4.2	0.3	x	-2	0.8	-45	-3	-0.3	2	x
Oc1ccc(/C=N/NC(=S)N/N=C/c2ccc(O)cc2)cc1	2.7	-0.4	9	2	-0.9	54	6	-1.6	4	-9
COc1ccc2[nH]cc(C(=O)CCl)c2c1	1.4	-2.6	22	1	-0.9	-91	0	-0.7	1	-2
CN(C)c1ccc(/C=C/c2c([N+](=O)[O-])c(=O)n(C)c(=O)n2C)cc1	1.5	1.1	13	2	x	-8	-2	x	-5	-13
O=C(CS(=O)(=O)Cc1ccccc1)Nc1ccc(Br)cc1F	0.8	-1.9	-17	1	-1.3	-3	-8	-0.1	-5	17
Cc1ccc(-c2cc(-c3ccc(C)cc3O)[nH]n2)cc1	0.4	x	100*	16	0.5	u	-13	3.8	-7	-100
COC(=O)c1ccccc1NC(=O)c1ccc(Cn2cc(Cl)cn2)o1	0.3	-3.2	50	-4	0.7	8	-7	2.0	-1	-50
Cn1cc(Br)c(C(=O)N2CCN(c3cccc(Cl)c3)CC2)n1	1.0	-3.0	21	-7	1.1	x	-3	5.3	0	-21
O=C(N/N=C/c1ccc(-c2cccc([N+](=O)[O-])c2)o1)[C@H]1C[C@@H]1c1ccccc1	2.1	-0.6	29	x	-1.8	9	9	2.4	1	-29
CCCc1ccc2oc(C(=O)N(C)CCn3ccnc3C)c(C)c2c1	0.2	-1.5	6	-1	-0.9	x	-9	-0.2	-3	-6
CC1CCCC(C)N1C(=O)COC(=O)CNC(=O)C12CC3CC(CC(C3)C1)C2 (centres undefined)	0.5	0.4	-5	0	3.9	0	5	3.4	-1	5
CCc1ccc(C(=O)NC(=S)Nc2ccccc2N2CCOCC2)cc1	x	-1.4	9	x	3.5	-15	-4	2.1	3	-9
COc1cc(C(=O)N[C@@H](Cc2c[nH]c3ccccc23)C(=O)O)cc(OC)c1OC	-2.6	-1.8	x	-2	-0.4	-5	-1	1.6	-2	x
Nc1cc(=O)[nH]c(SCC(=O)Nc2cccc(Cl)c2Cl)n1	5.3	-1.6	-7	0	0.4	-4	-9	2.3	-2	7
CC(C)(C)C1CCC(OC(=O)C[N+]2(C)CCCC2)CC1 (centres undefined)	2.2	-1.9	-9	-4	1.4	9	0	1.4	-6	9
COc1ccc(CNC(=O)[C@H](C)NC(=O)C2CC(=O)N(c3ccc4c(c3)OCO4)C2)cc1 (some centres undefined)	-0.2	-3.7	-8	3	1.2	5	0	4.0	22	8
O=C(OCC1CC(c2ccccc2)=NO1)c1ccc(Cl)cc1 (centres undefined)	0.9	0.3	-15	3	-2.1	8	3	2.3	14	15
CCOC(=O)[C@@H]1[C@H]2COc3ccccc3[C@@H]2N2C(=O)N(c3cccc(Cl)c3)C(=O)[C@]12C	0.8	0.3	-7	1	-0.7	13	20	1.3	-4	7
COc1ccccc1NCCC(=O)OCC(=O)NC1CC1	1.6	-2.7	-24	1	-0.3	2	-2	3.4	-2	24
Cc1ccc(C2NC(=O)c3c(sc4c3CCN(C)C4)N2)s1 (centres undefined)	-0.5	-2.9	23	x	-2.4	46	0	0.1	-3	-23
